High-throughput results as filed in PubChem BioAssay.
Mtb FBA inh: inhibits M. tuberculosis FBA enzyme; inhibition, % at 1 µM; AID 588726; purified M. tuberculosis FBA, fluorescence read-out; P9WQA3; 360,000 compounds, 2.3% hits; in the data active = inhibition above about 27%;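 note: 0% = vehicle and 100% = reference inhibitor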
Vc quorum ag: induces V. cholerae light production without autoinducers | activation, % at 18.7 µM | AID 588436 | 350,000 compounds, 0.16% hits | V. cholerae BH1578 lux reporter, luminescence, 6 h; in the data active = activation mostly above about 9.7%, no sharp cut-off; note: not every result past the cut was called active; inactives centre near 0; reference of the scale not given here
GDH-TPI inh: inhibits GDH-TPI coupling enzymes, artifact for Mtb FBA screen. GDH-TPI coupled enzyme counterscreen, NADH absorbance. inhibition, % at 4.8 µM. 360,000 compounds, 1.2% hits; in the data active = inhibition above about 30%;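 note: 0% = DMSO wells and 100% = wells lacking the enzyme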
Mtb BioA inh: inhibitors of Mycobacterium tuberculosis BioA enzyme. AID 602481. 360,000 compounds, 0.096% hits. inhibition, % at 9.99 µM. purified M. tuberculosis BioA enzyme, plate reader; in the data active = inhibition above about 40%
PfHsp40 yeast: rescue of PfHsp40-mediated yeast toxicity | S. cerevisiae expressing PfHsp40, growth rescue, ATP luminescence | 340,000 compounds, 0.68% hits | growth rescue, % at 12.5 µM; in the data active = growth rescue above about 28%, passing the limit was not always enough;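 note: yeast W303a lacking pdr1 and pdr3 grown in galactose medium; growth measured after three days at 30 °C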
Y pestis TopoI: blocks Yersinia pestis topoisomerase I activity; activity, % at 10 µM; Y. pestis Topo-I cleavage product accumulation, plate reader; AID 504884; 360,000 compounds, 0.064% hits; in the data active = activity above about 50%, passing the limit was not always enough; note: inactives centre near 2
TcdB GH inh: TcdB glycohydrolase inhibition. TcdB glycohydrolase enzymatic assay, plate reader. 350,000 compounds, 0.24% hits. P18177. inhibition, % at 9.99 µM; in the data active = inhibition above about 10%
FadD28 binding: M. tuberculosis FadD28 bisubstrate binding inhibition; 360,000 compounds, 0.22% hits; AID 588549; FadD28 bisubstrate probe binding, fluorescence polarization; inhibition, % at 12.5 µM; in the data active = inhibition above about 8.5%, passing the limit was not always enough
Mtb UGM inh: inhibitors of M. tuberculosis UDP-galactopyranose mutase. AID 504406. P9WIQ1. inhibition, % at 10 µM. purified UGM, fluorescence polarization probe displacement. 320,000 compounds, 0.06% hits; in the data active = inhibition above about 10%, passing the limit was not always enough
Starred values were filed as active, the others as inactive; i = inactive; x = not tested or not shown; + = active, no number. The order is random; any-hit rate near 4.6%.

Molecule	Mtb FBA inh	Vc quorum ag	GDH-TPI inh	Mtb BioA inh	PfHsp40 yeast	Y pestis TopoI	TcdB GH inh	FadD28 binding	Mtb UGM inh
Cc1cc(N2C(=O)C(=O)/C(=C(/O)c3ccc(F)cc3)C2c2ccc(Cl)cc2)no1 (stereo not drawn)	2	-0.2	7	0.0	-0.6	3	x	-15	0.7
O=C(NCc1ccco1)C1(c2ccc(Cl)cc2)CCCC1	1	i	-1	-1.0	1.4	17	x	-0.2	1.3
O=S(=O)(c1ccc(NC(=S)N/N=C/c2ccc(O)c(O)c2)cc1)N1CCOCC1	-5	-0.8	37*	-1.4	1.5	-10	5.0	0.4	0.4
Cc1ccc2nc(SCC(=O)N3CCN(c4ccccc4)CC3)[nH]c2c1	0	i	-7	x	2.3	2	2.0	-3.1	0.9
Cc1ccc(C(=O)NCc2nnc3c(C(F)(F)F)cc(Cl)cn23)o1	1	-0.2	2	-1.3	-0.6	7	2.1	-1.5	-4.5
COc1ccc(-n2c(SCC(=O)Nc3ccc(Br)cc3)nc(O)cc2=O)cc1	-2	-0.4	-1	-1.6	1.0	-12	-0.1	-1.0	0.2
Cc1ccc(S(=O)(=O)CCC(=O)OCC(=O)N2c3ccccc3NC(=O)C2(C)C)cc1	-1	i	-2	-1.1	2.2	19	-1.1	-1.6	3.0
C[C@@H]1C=C[C@](Cc2ccccc2)(C(=O)O)N1C(=O)c1ccccc1	2	-0.4	14	-0.4	-0.3	-7	1.7	-2.4	-0.9
S=C1NCCOCCOCCOCCOCCNC(=S)NCCOCCOCCOCCOCCN1	2	-0.5	-9	-0.5	-0.4	17	x	-1.4	0.9
O=C(N/N=C/c1cccs1)c1n[nH]c2c1CCCC2	-1	i	14	-2.6	0.9	-4	-0.1	-2.5	-4.1
COc1ccc(Cn2c(C)nc3c(c(=O)c4ccccc4n3C)c2=O)cc1	0	-0.6	7	x	0.2	-5	0.9	-4.3	-0.5
NC(c1csc(Nc2cnccn2)n1)c1ccccc1Cl (stereo not drawn)	1	-0.2	8	1.2	x	14	0.6	-0.6	x
CCc1ccc(C#CC2=CC(=O)CC(C)(C)C2)cc1	-2	-1.1	9	-0.2	x	30	0.8	-2.3	x
COc1ccccc1NC(=S)N(CCCN(C)C)Cc1cc2cc3c(cc2[nH]c1=O)OCO3	11	-0.6	19	x	0.3	6	-0.1	-3.6	5.4
Cc1ccc(NC(=O)CCC(=O)N2CCN(S(=O)(=O)c3ccc(C)cc3)CC2)cc1	0	i	6	4.7	1.7	28	-0.9	0.1	-0.9
CCN1CCN(C(=O)C(C)Sc2nc3nc(C)cc(C)n3n2)CC1 (stereo not drawn)	-3	i	4	0.5	-0.4	3	0.3	-4.3	1.8
CCNC(=S)N=Nc1c(O)[nH]c2ccc([N+](=O)[O-])cc12	-5	-1.4	30	x	-0.1	-7	1.9	-1.4	1.6
O=C(CC1S/C(=N/N=C2CCCCCC2)NC1=O)Nc1ccc(Br)cc1F (stereo not drawn)	-1	-0.4	-1	2.2	-1.2	8	1.4	-2.6	2.6
CN(C)C(=O)Oc1ccc[n+](C)c1	-1	i	-2	-2.3	3.4	1	-0.2	-2.0	-0.4
COCCNc1nnc(SCC(=O)Nc2sc3c(c2C(=O)c2ccccc2)CCCC3)s1	1	-0.3	11	x	-0.1	2	1.9	-1.3	1.5
O=S(=O)(c1ccc(Cl)cc1)N1CCN(S(=O)(=O)N2CCCCCC2)CC1	5	-0.4	-2	x	0.6	-9	-0.2	-0.3	1.3
CSc1nc(C)c(CCO)c(=O)[nH]1	2	i	2	x	0.2	2	0.4	-0.8	0.4
N#CC1=C(N)OC2=C(C(=O)CCC2)C1Cc1ccccc1 (stereo not drawn)	5	i	3	-1.0	0.5	-3	x	-1.5	-4.1
Cc1cnc(NC(=O)CSc2ccccc2)s1	3	i	-1	-0.2	-0.7	6	1.5	0.5	-0.9
COC(=O)c1ccc(C(=O)OC)c(NC(=S)N2CCOCC2)c1	26	-0.2	-2	x	1.1	3	-0.2	-0.5	-0.3
Cc1ccccc1C1C(C#N)=C2N=C(N)c3c(sc4c3CCCCC4)N2C2=C1C(=O)CCC2 (stereo not drawn)	0	i	19	x	1.5	4	x	-3.6	0.5
O=C(CNS(=O)(=O)c1ccc(Br)s1)N1CCC2(CC1)OCCO2	1	i	8	1.3	0.5	-3	x	-3.5	1.2
Cc1cc(C)n(C2CC(=O)N(c3cc(Cl)cc(Cl)c3)C2=O)n1 (stereo not drawn)	-4	i	-15	x	-1.0	-7	1.7	-4.0	0.8
Cc1cccc(C(=O)Nc2ccc(O)cc2C(=O)O)c1	4	4.5	-2	1.6	-0.1	-1	0.9	0.6	-1.3
CCN(CC)C(=O)NC1CCCCCCC1	3	-5.6	2	-0.8	0.8	7	0.3	-1.7	3.2

Remaining list, next part:
Molecule	Mtb FBA inh	Vc quorum ag	GDH-TPI inh	Mtb BioA inh	PfHsp40 yeast	Y pestis TopoI	TcdB GH inh	FadD28 binding	Mtb UGM inh
CC(C)Cc1nnc(NC(=O)CCC(=O)NCCc2ccc(Cl)cc2)s1	4	-2.6	-12	0.2	1.7	2	-1.2	-3.2	0.7
NC(=O)C(=O)N/N=C/c1c(F)c(F)c(F)c(F)c1F	-12	i	-7	x	-2.0	-8	-0.8	-3.4	-0.3
CCC(Oc1ccccc1)C(=O)NC1CCSC1=O (stereo not drawn)	1	-0.4	-9	x	-0.3	4	-0.3	-3.9	0.8
CCCCn1nnnc1NCc1ccc(N(CC)CC)cc1	-4	366*	1	0.8	-2.4	-9	x	-2.5	-0.5
Cc1nn(C)c(C)c1NC(=O)CSc1nc(C2CC2)nc2c1cnn2-c1ccccc1	3	i	-5	0.2	-0.1	2	x	-0.7	-1.6
O=C(CCSc1nnc2scc(-c3ccccc3)n12)NCc1ccc2c(c1)OCO2	-3	-2.0	18	0.8	1.6	24	x	-0.7	0.9
COc1ccc(S(=O)(=O)N(C)C)cc1NC(=O)Cc1c[nH]c2ccccc12	3	-0.2	-1	x	1.5	-2	-0.5	0.9	1.9
CCCCc1nnc(NC(=O)CCS(=O)(=O)c2ccc(Cl)cc2)s1	3	-3.1	5	-0.6	0.6	0	1.0	-1.4	0.5
CNCCOc1ccccc1C(C)(C)C	2	-0.3	5	-0.7	0.3	3	x	0.9	5.1
O=C(Nc1ccc2c(c1)C(=O)N(CC1CCCO1)C2=O)c1ccc(Cl)c(Cl)c1 (stereo not drawn)	3	i	12	2.6	-2.1	3	x	-1.3	-2.3
COc1ccccc1C(CC(=O)O)NS(=O)(=O)c1ccc2c(c1)N(C(C)=O)CC(C)O2 (stereo not drawn)	-3	-0.2	4	-0.1	-0.3	-1	-1.3	-1.3	-0.7
O=C(O)c1cccc(NC(=S)N/N=C/c2ccccc2OCc2ccc(Br)cc2)c1	-5	i	17	x	-0.5	7	0.3	-19	2.0
CCC(C)(C)C1CCc2[nH]nc(C(=O)NN)c2C1 (stereo not drawn)	0	-0.9	2	-0.8	0.1	7	-0.9	-2.4	0.7
COc1ccc2oc(C(=O)NN3C(C)CCCC3C)c(C)c2c1 (stereo not drawn)	1	-1.2	-3	x	-0.5	1	-0.1	-0.8	-2.3
COC(=O)c1cc(-c2cccc(OC)c2)on1	4	-0.6	7	-0.5	-0.8	1	x	-2.3	1.5
CC(C)C(=O)N1CCN(c2ccccc2NC(=O)c2cccc(Cl)c2)CC1	2	i	3	-2.6	-1.6	27	x	1.1	-4.9
Cn1c(SCC(=O)NCc2ccco2)nc2ccccc2c1=O	-1	i	9	x	-0.5	10	x	0.4	0.4
CC(=O)Nc1sc2c(c1C(=O)N1CCOCC1)CCCCC2	2	-0.3	-1	-0.4	-1.0	2	x	-1.4	-1.2
CCN(CC)CCCNc1ccc(-c2nnc(-c3ccc(OCC(C)C)cc3)o2)cn1	+	-0.3	24	0.5	-0.2	-10	1.9	-4.7	-1.9
COc1ccc(C2C(C(=O)Nc3cccnc3)=C(C)Nc3nc(-c4cccs4)nn32)cc1 (stereo not drawn)	1	-0.2	25	7.2	-0.4	-5	x	-0.9	0.6
CCOC(=O)N1CCN(CC(=O)Nc2cc3c(cc2C(C)=O)OCO3)CC1	0	-0.4	6	-1.3	-0.2	1	0.6	-2.5	-0.7
COCCN1C[C@@H](CO)O[C@@H](n2cnc3c(NCCN(C)C)ncnc32)C1	0	i	4	-0.2	x	1	-2.7	-1.6	x
Nc1c(C(=O)CCC(=O)O)oc2ccc(Cl)cc12	5	i	18	1.1	-0.6	3	7.1	0.6	4.7
CC(C)c1ccc(Nc2nc(Cl)nc(Cl)n2)cc1	0	-0.4	21	-2.3	-0.2	9	1.4	-1.1	-2.4
Cc1ccc(S(=O)(=O)N(C)c2c(C)ccc(S(=O)(=O)N3CCN(C)CC3)c2C)cc1	3	-0.3	-2	-0.1	49*	-1	1.1	0.1	-3.2
CN1CCN(C(=O)CCN2C(=O)/C(=C\c3ccc(Cl)cc3)SC2=S)CC1	-4	-0.6	-4	-3.3	-1.4	3	x	-2.7	-0.7
O=C1C2C3CCCC3=C3CCCC3C2C(=O)N1c1ccccc1 (stereo not drawn)	4	i	0	x	-0.4	7	x	0.2	-0.7
O=C(CN1C(=O)CSC1=O)N1CCCCC1	1	-0.7	-2	x	0.2	-10	x	x	-2.8
O=C(Nc1ccc2c(c1)OCO2)Nc1ccccn1	1	0.6	14	-2.0	-0.4	-3	2.5	-1.4	0.4
CCOc1ccc(CCN2C(=O)C(=O)N([C@@H](Cc3ccc(O)cc3)CN3CCC[C@@H]3CN3C(=O)C(=O)NC[C@@H]3Cc3ccccc3)C[C@@H]2Cc2ccccc2)cc1	3	i	11	-2.0	1.6	10	0.0	3.2	x

One compound at a time (already shown):
`COc1ccc(S(=O)(=O)N(C)C)cc1NC(=O)Cc1c[nH]c2ccccc12` is listed as Mtb FBA inh = 3; Vc quorum ag = -0.2; GDH-TPI inh = -1; Mtb BioA inh = x; PfHsp40 yeast = 1.5; Y pestis TopoI = -2; TcdB GH inh = -0.5; FadD28 binding = 0.9; Mtb UGM inh = 1.9
`Nc1c(C(=O)CCC(=O)O)oc2ccc(Cl)cc12` is listed as Mtb FBA inh = 5; Vc quorum ag = i; GDH-TPI inh = 18; Mtb BioA inh = 1.1; PfHsp40 yeast = -0.6; Y pestis TopoI = 3; TcdB GH inh = 7.1; FadD28 binding = 0.6; Mtb UGM inh = 4.7

Additional results
Molecule	Mtb FBA inh	Vc quorum ag	GDH-TPI inh	Mtb BioA inh	PfHsp40 yeast	Y pestis TopoI	TcdB GH inh	FadD28 binding	Mtb UGM inh
COc1cccc(C(C)N(C)Cc2nc(-c3ccoc3)oc2C)c1 (stereo not drawn)	2	-0.1	3	x	0.2	8	x	-2.4	1.2
O=C(Cc1n[nH]c(=O)[nH]c1=O)N/N=C/c1cccc(Cl)c1	6	-2.3	11	x	1.6	5	1.6	-1.1	-0.5
CCOC(=O)C(Cc1ccccc1)C(=O)NCc1cccnc1 (stereo not drawn)	3	i	-11	0.1	-0.2	6	1.5	1.7	-2.0
Cc1ccc(S(=O)(=O)CCC(=O)Nc2nnc(-c3ccco3)o2)cc1	2	-0.7	7	-0.8	-0.7	9	2.0	0.4	-0.1
COc1ccc(C(=O)NCC(=O)OCc2csc(-c3ccccc3)n2)cc1	2	-0.3	-10	x	-1.9	-1	-0.5	-4.3	0.3
Cc1cccc(C)c1NC(=O)c1sccc1SCc1cccc(C(F)(F)F)c1	-3	-0.2	10	1.8	0.2	2	1.4	-3.8	1.8
COCCNCc1ccc(Cl)cc1Cl	0	-0.3	-1	x	-2.1	1	-1.1	-3.5	-0.8
CC1=C(C(=O)OCc2ccccc2)C(c2ccccc2[N+](=O)[O-])NC(=O)N1C (stereo not drawn)	-1	i	4	6.5	-1.0	13	2.8	-2.7	0.7
COc1ccc(C)cc1NC(=O)Nc1ccccc1	2	0.3	8	-4.2	0.4	-11	x	-1.3	-2.8
CCOc1cc(/C=C2/C(=N)N3OC(C)=CC3=NC2=O)ccc1OC	-1	-0.4	15	x	0.1	-5	0.7	-2.0	-3.1
